M1 antag – antagonists of human M1 muscarinic receptor; inhibition, % at 3 µM; 360,000 tested, 1.3% active; P11229; CHO-K1 hM1, Fluo-8 calcium fluorescence, ACh EC80 antagonist;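 active = percent inhibition above its own plate's cutoff, namely the mean of that plate's compound wells plus 3 SD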;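 also: peak over basal fluorescence ratio during 140 s after agonist addition; 0% = ACh EC80 plus DMSO and 100% = DMSO alone without agonist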
OXTR potentiate – potentiators of human oxytocin receptor; AID 2445; 320,000 tested, 0.061% active; activation, % at 3 µM; P30559; CHO-OTR cells, Fluo-8 calcium fluorescence, potentiator mode; 0% = oxytocin EC15, 100% = EC100;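 active = activation above that plate's cutoff, the mean activation of tested compounds plus 3 SD, cut at about 6.6% in these data, passing the limit was not always enough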;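 also: 100% uses oxytocin at 75 nM as the full agonist control; some results filed as inactive read as strong as hits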
Target sequence (P30559 whole entry, looked up): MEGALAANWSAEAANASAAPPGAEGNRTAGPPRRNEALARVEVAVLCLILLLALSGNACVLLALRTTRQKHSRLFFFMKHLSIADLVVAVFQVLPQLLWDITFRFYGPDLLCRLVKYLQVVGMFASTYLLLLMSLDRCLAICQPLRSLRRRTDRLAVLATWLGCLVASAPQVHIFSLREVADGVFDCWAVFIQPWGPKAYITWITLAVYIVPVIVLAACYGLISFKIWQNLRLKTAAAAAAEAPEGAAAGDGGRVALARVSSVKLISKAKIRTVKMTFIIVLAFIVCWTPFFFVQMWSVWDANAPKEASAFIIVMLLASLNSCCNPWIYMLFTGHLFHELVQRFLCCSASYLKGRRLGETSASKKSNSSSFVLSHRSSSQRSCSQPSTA
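assay system = CHO-OTR cells, human receptor | schedule = compound 6 min at room temperature before oxytocin, 100 s read | detection = Fluo-8 intracellular calcium fluorescence, ex 470-495, em 515-575 nm | evaluation = normalized max/min fluorescence ratio, % activation | control set = EC15 oxytocin alone as 0%, 75 nM oxytocin (EC100) as 100%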
M1 ag – activates human CHRM1 receptor. P11229. CHO-K1 hM1, Fluo-8 calcium fluorescence, agonist mode; 0% DMSO, 100% acetylcholine EC100. activation, % at 3 µM. 360,000 tested, 0.33% active. AID 588814;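 active = activation above the run's mean compound activation plus 3 SD, cut at about 16% in these data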;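 also: peak over basal fluorescence ratio within a 140 s kinetic read after compound addition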
CHO parental Ca – signal in parental CHO cells, OX1R antagonist counter-screen | parental CHO-K1, ATP-induced calcium, Fluo-8 fluorescence | inhibition, % at 5.6 µM | 330,000 tested, 0.63% active;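 active = inhibition above that plate's mean sample inhibition plus 3 SD, cut at about 26% in these data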;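 also: 0% = ATP-challenged DMSO wells and 100% = DMSO wells without ATP; some compounds past the cut are filed as inactive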
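Material: parental CHO cells / Compound: single nominal dose of 5.6 µM per compound / Signal: Fluo-8 fluorescence / Replicates: singlicate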
CHO-K1 Ca antag – nonselective inhibitor or artifact in parental CHO-K1 cells; ATP-induced calcium, Fluo-8 fluorescence; inhibition, % at 3 µM; 360,000 tested, 0.6% active;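 active = inhibition above a per-plate cutoff, the plate's mean sample inhibition plus 3 SD, cut at about 24% in these data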;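 also: 0% = DMSO plus EC80 ATP and 100% = DMSO alone without ATP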
CHRM4 antagonist – CHRM4 antagonism in calcium assay | P08173 | CHO-hM4 cells, ACh EC80, Fluo-8 calcium fluorescence | inhibition, % at 3 µM | 360,000 tested, 0.73% active | AID 624125;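 active = inhibition above its plate's cutoff, the mean inhibition of sample wells plus 3 SD, cut at about 27% in these data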;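 also: 0% = acetylcholine EC80 with DMSO and 100% = DMSO without agonist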
Target sequence (P08173 whole entry, looked up): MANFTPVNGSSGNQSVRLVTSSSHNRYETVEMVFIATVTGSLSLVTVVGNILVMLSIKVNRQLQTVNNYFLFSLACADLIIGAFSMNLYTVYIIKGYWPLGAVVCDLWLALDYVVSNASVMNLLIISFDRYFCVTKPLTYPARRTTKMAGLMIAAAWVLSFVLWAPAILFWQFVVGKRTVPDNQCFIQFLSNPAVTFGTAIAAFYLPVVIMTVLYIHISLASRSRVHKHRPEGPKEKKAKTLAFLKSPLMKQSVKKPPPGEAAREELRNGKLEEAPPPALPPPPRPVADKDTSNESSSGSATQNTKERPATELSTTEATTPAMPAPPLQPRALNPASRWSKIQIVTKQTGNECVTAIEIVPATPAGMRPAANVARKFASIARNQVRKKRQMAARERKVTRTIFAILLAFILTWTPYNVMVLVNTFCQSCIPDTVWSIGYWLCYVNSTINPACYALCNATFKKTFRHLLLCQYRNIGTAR
CHRM4 agonist – CHRM4 agonism in calcium assay | P08173 | CHO-K1 hM4/Gqi5, Fluo-8 calcium fluorescence; vehicle 0%, full acetylcholine response 100% | activation, % at 3 µM | 360,000 tested, 0.14% active;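 active = activation above the run mean over all test wells plus 3 SD, cut at about 32% in these data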;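 also: peak over basal fluorescence ratio per well then scaled between controls; 0% = DMSO wells and 100% = acetylcholine at EC100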
M1 PAM – potentiates human M1 receptor response to acetylcholine | P11229 | AID 588819 | 360,000 tested, 0.088% active | CHO-K1 hM1, Fluo-8 calcium fluorescence, ACh EC20; 0% = ACh EC20, 100% = maximal ACh | activation, % at 3 µM; in the data active = activation above about 19%, passing the limit was not always enough
M1 ag parental – counter-screen for M1 agonists: effect in parental CHO-K1 cells; Fluo-8 calcium fluorescence; scaled to maximal ATP response, vehicle zero; activation, % at 3 µM; 360,000 tested, 0.48% active; in the data active = activation above about 15%;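 also: untransfected CHO-K1 host cells lacking M1 receptor as counterscreen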
Numbers without * were called inactive; . = not tested or not shown.

SMILES | M1 antag | OXTR potentiate | M1 ag | CHO parental Ca | CHO-K1 Ca antag | CHRM4 antagonist | CHRM4 agonist | M1 PAM | M1 ag parental
COc1ccc(NC(=O)/C(C#N)=C\c2ccc(-c3cc(C(=O)O)ccc3C)o2)cc1 | -10 | -4 | -2 | -11 | -11 | -6 | 0 | 9 | 0.1
Clc1ccc(-n2nnnc2CN2CCOCC2)cc1 | -20 | 2 | 0 | -7 | -12 | 3 | 0 | 14 | 0.2
O=C(c1cccc(NS(=O)(=O)c2ccccc2)c1)N1CCCCC1 | 2 | -4 | -5 | -11 | -12 | -12 | 0 | 2 | 0.7
Cc1ccc(SC(C)C(=O)Nc2cccc(N(C)S(C)(=O)=O)c2)cc1 (stereo not drawn) | 11 | -7 | -3 | -17 | 15 | -3 | 0 | -9 | 1.3
Cc1ccc(S(=O)(=O)CCC(=O)Nc2nnc(CC(C)C)s2)cc1 | -9 | -8 | 0 | -15 | 8 | -2 | 2 | 10 | 0.5
CCCn1nnnc1SCC(=O)Nc1nnc(CC)s1 | -4 | 3 | -4 | -3 | 7 | 1 | 1 | 7 | 0.3
CCCCn1c(=O)[nH]c(=O)c2c1nc(-c1cc(Cl)c(OC)c(OC)c1)n2C | -9 | -7 | -5 | -10 | -15 | 2 | 1 | 8 | 1.4
CCCCCOC(=O)C1=C(C)Nc2nnnn2C1c1ccccc1Cl (stereo not drawn) | -13 | -13 | -2 | 30 | -15 | -2 | 0 | 5 | 0.6
COc1ccc(C(=O)CN(CCC(=O)O)S(=O)(=O)c2ccc([N+](=O)[O-])cc2)cc1 | -1 | -1 | -2 | -2 | -19 | -2 | 2 | 8 | 0.4
C=CCc1c(O)nc(SCC(=O)c2ccccc2)[nH]c1=O | -7 | -4 | -2 | -17 | 2 | 8 | -1 | 5 | 1.1
COc1cc(/C=C\C(=O)Nc2cc(=O)n(C)c(=O)n2C)cc(OC)c1OC | 18 | -9 | -3 | -9 | -14 | -2 | 2 | -7 | 1.3
CC(=O)OC(C=C(C)C)C/C(C)=C/COc1c2ccoc2cc2oc(=O)ccc12 (stereo not drawn) | 0 | . | -8 | . | 8 | -7 | 4 | -5 | -0.3
COc1ccc(CNC(=O)c2cccnc2)cc1 | -15 | -13 | 11 | -7 | -10 | -6 | 1 | 2 | 0.4
CC(=O)Nc1c2c(nn1-c1ccccc1)CS(=O)C2 (stereo not drawn) | -18 | -2 | -1 | 1 | -10 | -3 | -1 | 14 | 0.0
CC(C)=CCC(C)(C)/C=N/NC(N)=O | -1 | 0 | -3 | -6 | -7 | 0 | 0 | 1 | 0.7

Three entries from above, comma-delimited.
SMILES,M1 antag,OXTR potentiate,M1 ag,CHO parental Ca,CHO-K1 Ca antag,CHRM4 antagonist,CHRM4 agonist,M1 PAM,M1 ag parental
CCCCCOC(=O)C1=C(C)Nc2nnnn2C1c1ccccc1Cl (stereo not drawn),-13,-13,-2,30,-15,-2,0,5,0.6
COc1ccc(C(=O)CN(CCC(=O)O)S(=O)(=O)c2ccc([N+](=O)[O-])cc2)cc1,-1,-1,-2,-2,-19,-2,2,8,0.4
C=CCc1c(O)nc(SCC(=O)c2ccccc2)[nH]c1=O,-7,-4,-2,-17,2,8,-1,5,1.1

Following part
SMILES | M1 antag | OXTR potentiate | M1 ag | CHO parental Ca | CHO-K1 Ca antag | CHRM4 antagonist | CHRM4 agonist | M1 PAM | M1 ag parental
O=C(c1ccccc1)C(Sc1ncn[nH]1)c1ccccc1 (stereo not drawn) | -6 | -7 | -5 | -8 | -3 | -1 | 0 | 6 | 0.4
N#Cc1ccc(CN2CCN(C(=O)CCNS(=O)(=O)c3ccc(F)c(Cl)c3)CC2)cc1 | -1 | -8 | -1 | -24 | -13 | 12 | 21 | -3 | 2.7
CCCCn1c2nc3ccccc3nc2c2c(=O)n(CCC(C)C)cnc21 | -6 | -4 | -2 | 10 | -9 | 3 | 1 | 4 | -0.3
COC(=O)c1[nH]c2ccc(C)cc2c1NC(=O)Nc1ccc(OC)cc1 | -5 | -7 | -5 | -3 | -7 | -3 | 1 | 4 | 2.6
Cc1cc(C)nc(N2CCC(C(=O)NCc3cccs3)CC2)n1 | -13 | -4 | -7 | -18 | -22 | -5 | 0 | 8 | 0.6
CS(=O)(=O)N(CC(=O)N1CCCC1)c1cccc(C(F)(F)F)c1 | -10 | . | 0 | . | 2 | -8 | 1 | 6 | 0.5
CCOc1cc(C(=O)Nc2ccon2)cc(OCC)c1OCC | 11 | -5 | -1 | -27 | -25 | -13 | 3 | -9 | 0.7
COc1ccc(C(=O)NCc2nnc(SCC(=O)Nc3nc4ccccc4s3)o2)cc1OC | -12 | -7 | -5 | -14 | -10 | 3 | 0 | 3 | -0.3
CCC(=O)Nc1nnc(SCCOC)s1 | 5 | -10 | -2 | -11 | 12 | 4 | 0 | 2 | -0.1
CC(=O)c1ccc(NC(=O)c2ccc(NC(=O)c3ccco3)cc2)cc1 | -18 | -8 | 1 | 1 | -13 | 7 | 1 | 11 | 2.6
Nc1nnc(CC(=O)N/N=C/c2cccc([N+](=O)[O-])c2)s1 | -2 | -3 | 1 | -14 | 4 | -2 | 1 | 4 | -0.3
O=S1(=O)CCO[C@H]2Cc3ccccc3[C@H]2N1Cc1ccccc1 | 4 | -11 | -4 | 0 | -9 | 5 | 3 | -1 | 0.1
CN1/C(=C\C(=O)C(F)F)C(C)(C)c2ccccc21 | -7 | -4 | -5 | -2 | 3 | 8 | 0 | 5 | -0.2
COc1ccc(-c2ccc(F)cc2)cc1[C@H]1[C@H]2C=CC[C@@H](C)[C@@H]2C(=O)N1Cc1ccccc1 | 12 | -9 | -3 | -17 | -4 | -11 | 0 | -7 | -0.4
O=C(c1ccc(OC2CCN(Cc3ccccn3)CC2)cc1)N1CCCC(O)C1 (stereo not drawn) | -8 | -15 | -8 | -1 | -13 | -18 | 2 | 5 | 0.8
Cc1cccc(NC(=O)c2ccccc2[N+](=O)[O-])n1 | -22 | -8 | -2 | -7 | 6 | -5 | 0 | 7 | 0.1
COc1ccc(CCNC(=O)c2c(O)c3c([nH]c2=O)CCCC3)cc1 | -8 | -2 | -1 | -2 | -17 | 11 | 0 | 5 | 0.3
CC(=O)c1cccc(S(=O)(=O)NCCC(=O)Nc2ccc(S(N)(=O)=O)cc2)c1 | -4 | -5 | -4 | -6 | -5 | -6 | 0 | 6 | 0.4
COC(=O)c1ccc(NC(=O)C23CCC(C)(C(=O)O2)C3(C)C)cc1 (stereo not drawn) | -8 | -3 | 2 | -11 | -15 | 1 | 1 | 7 | 0.7
O=C(Cn1cccc1C(=O)c1ccccc1)NCCN1CCCCCC1 | -19 | -4 | -5 | -31 | -15 | -7 | 0 | 12 | 0.1
NC(=O)c1ccc(NC(=O)COC(=O)CC2Sc3ccccc3NC2=O)cc1 (stereo not drawn) | -2 | 4 | -2 | -10 | 1 | 5 | 2 | 0 | -0.2
Cc1cccc(NC(=S)NNc2cccc(Cl)c2)c1 | -15 | -1 | -1 | 8 | 3 | 2 | 1 | 13 | -0.1
CN(Cc1ccco1)S(=O)(=O)c1csc(C(N)=O)c1 | -19 | -4 | -1 | 5 | -19 | 0 | 1 | 12 | 1.7
O=C(NCCN1CCOCC1)C(=O)NCC1OCCN1S(=O)(=O)c1ccc(Br)cc1 (stereo not drawn) | 4 | -3 | -3 | -7 | 1 | 7 | 1 | 2 | 0.9
O=C(c1sc2cc(F)ccc2c1Cl)N1CCN(c2ccccc2)CC1 | -6 | -13 | -4 | -16 | -6 | -1 | 0 | 1 | 1.1
CC1CCC(N(CCCN)Cc2ccco2)CC1C (stereo not drawn) | 5 | 5 | -6 | -20 | -8 | 2 | 1 | -4 | 0.0
N#Cc1c(-c2ccccc2)nc(SCc2ccc(Cl)cc2)[nH]c1=O | 2 | -9 | -2 | -18 | -9 | -7 | -1 | 4 | -1.0
O=C(N/N=C/c1cccc2ccccc12)c1cc(C2CC2)[nH]n1 | -2 | -5 | -3 | -16 | -18 | -9 | 4 | 5 | 2.7
COc1ccc(NC(=O)c2cccnc2)cc1OCC(C)C | -13 | -6 | -2 | 0 | -4 | -2 | 1 | 3 | 0.6
CC(C)c1ccc(OCC(O)Cn2cnc3ccccc32)cc1 (stereo not drawn) | 23 | -23 | 1 | 0 | -4 | 32* | 14 | -10 | 4.4
Cc1no[n+]([O-])c1COc1ccc(/C=C(\C#N)C(N)=O)cc1 | -9 | 0 | -6 | 1 | 1 | 4 | 2 | 15 | 0.1
COc1ccc(N2CCN(S(=O)(=O)CCNC(=O)/C=C/c3ccc4c(c3)OCO4)CC2)cc1 | 15 | -4 | -1 | -20 | 3 | -5 | 2 | -2 | 0.9
COc1ccc(NC(=O)c2ccc3c(=O)n(-c4ccc(OC)cc4OC)c(=S)[nH]c3c2)c(OC)c1 | 5 | -28 | 8 | 5 | -11 | 2 | 10 | 1 | 7.0
O=C(Nc1cccc(C(=O)O)c1)/C(=C\c1ccccc1)NC(=O)c1ccccc1Cl | -2 | -6 | -2 | -7 | -7 | 6 | 0 | 1 | -0.1
CC(C)COc1cccc(C(=O)NNC(=O)C2COc3ccccc3O2)c1 (stereo not drawn) | -3 | 1 | 2 | -14 | 20 | 16 | 2 | 14 | 1.2
COc1c(Cl)cc(C(=O)Nc2ccccc2C(=O)O)cc1Cl | -3 | -2 | 3 | -3 | 4 | -2 | 0 | 3 | 0.7
CCOc1ccc(-n2c(SCC(=O)OC)nc3sc4c(c3c2=O)CCN(C)C4)cc1 | 1 | . | -10 | . | -3 | -9 | 0 | 5 | -0.4
Cc1nc(NCCc2ccccc2)c2nnn(Cc3ccccc3)c2n1 | 20 | -4 | 1 | -13 | 0 | 9 | 1 | -9 | -0.1
O=c1oc2cc(O)ccc2cc1-c1nc2c(s1)CCc1ccccc1-2 | 16 | -5 | 12 | 50* | 9 | 14 | 16 | -8 | 10
O=C(NCc1ccccc1)c1ccc(Cl)c(S(=O)(=O)N2CCCC2)c1 | 2 | -10 | -3 | -19 | -10 | 1 | 6 | -1 | 3.1
COC(OC)c1ccnc(-c2ccc(OC(=O)c3ccc(F)cc3)cc2)n1 | 9 | -9 | -3 | -5 | -6 | 2 | 4 | -2 | 3.0
O=C(N/C(=C/c1cccc([N+](=O)[O-])c1)C(=O)N1CCCCC1)c1cccs1 | -2 | -6 | -5 | -18 | -5 | -2 | 1 | 0 | 8.4
CCOc1ccc(/C=N/NC(=S)NC2CC3CCC2C3)cc1 (stereo not drawn) | -2 | -10 | -4 | -26 | -6 | 0 | -1 | 1 | 2.0
CCN1CCN(c2oc(-c3ccco3)nc2C#N)CC1 | -7 | -5 | -4 | -10 | -10 | 10 | 0 | 9 | -0.3
Cc1cccc(C)c1OCC(=O)N=Nc1c(O)[nH]c2ccc(Br)cc12 | -3 | -2 | -3 | -22 | -6 | -11 | 3 | 2 | 1.0
COc1ccc(CN2CCN(Cc3ccc(C)cc3)CC2)c(OC)c1 | -10 | -16 | -9 | -15 | -15 | -8 | 2 | 3 | 1.6
COc1cc(NC(=O)c2cc(C(C)C)on2)c(OC)cc1Cl | -9 | -12 | -4 | -23 | 16 | -1 | -3 | 5 | 0.0

Hits appear at their usual frequency; any-hit rate near 2.9%.
